BAP1 inh = blocks human BAP1 ubiquitin-AMC hydrolysis. recombinant BAP1, Ub-AMC hydrolysis fluorescence kinetic; stronger effect = lower value. AID 436. 0.48% of 72,000 active. activity remaining (% of control), % at 20 µM;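 active means activity remaining at or below 50% of control, provided the compound also passes the data quality filters; inactive means the rest, including low values that fail the filters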;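 further: 100% = DMSO wells rate and 0% = substrate alone blank rate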
Target sequence (Q92560 whole entry, looked up): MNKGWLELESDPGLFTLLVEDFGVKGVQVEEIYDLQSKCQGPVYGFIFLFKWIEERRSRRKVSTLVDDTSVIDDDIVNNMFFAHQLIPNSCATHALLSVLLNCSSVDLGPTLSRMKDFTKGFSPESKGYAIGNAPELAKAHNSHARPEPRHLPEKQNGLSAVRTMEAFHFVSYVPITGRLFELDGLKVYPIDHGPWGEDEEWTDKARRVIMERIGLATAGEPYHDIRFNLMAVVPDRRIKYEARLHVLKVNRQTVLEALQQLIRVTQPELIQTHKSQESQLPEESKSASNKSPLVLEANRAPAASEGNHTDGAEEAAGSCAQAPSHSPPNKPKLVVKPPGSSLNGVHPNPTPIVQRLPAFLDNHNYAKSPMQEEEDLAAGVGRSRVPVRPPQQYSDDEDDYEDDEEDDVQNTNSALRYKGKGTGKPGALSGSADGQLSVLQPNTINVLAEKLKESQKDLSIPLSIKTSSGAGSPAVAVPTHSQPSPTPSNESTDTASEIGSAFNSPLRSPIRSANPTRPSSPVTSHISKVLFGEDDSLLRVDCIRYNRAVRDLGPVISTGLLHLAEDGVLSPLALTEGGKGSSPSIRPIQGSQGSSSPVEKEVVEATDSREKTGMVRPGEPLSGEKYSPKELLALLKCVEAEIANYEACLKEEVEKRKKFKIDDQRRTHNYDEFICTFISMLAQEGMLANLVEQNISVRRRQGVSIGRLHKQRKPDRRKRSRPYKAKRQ
HePTP inh = human HePTP phosphatase inhibition. P35236. recombinant HePTP phosphatase activity, OD absorbance. inhibition, % at 20 µM. 0.64% of 110,000 active. AID 521; in the data active means inhibition above about 50%;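 further: plate controls were vehicle for no effect and reference inhibitor for full effect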
* marks the source's active call; other numbers are inactive results; · = no result given; & = joins results of further samples.

compound	BAP1 inh	HePTP inh
Cc1cc(NC(=O)COC(=O)C(Nc2ccc(C(F)(F)F)cc2Cl)C(C)C)no1 (stereo not drawn)	·	0
CCCCc1c(C)c2ccc(OCC(C)=O)cc2oc1=O	113	-5
O=C(c1ccc(Cl)cc1)N1N=C(c2ccc(F)cc2)CC1(O)C(F)(F)F (stereo not drawn)	·	5
O=S1(=O)N=C(N/N=C/c2ccccc2O)c2ccccc21	·	12
Nc1c(Nc2ccccc2)c2ccccc2oc1=O	76	-11
CCOc1ccccc1NC1=C(Cl)C(=O)N(c2ccc(Br)cc2)C1=O	·	8
N#CCSc1nnc(-c2ccccc2)c(-c2ccccc2)n1	107	7&0
COC(=O)C1=C(C)Nc2ncnn2C1c1ccc(OC)cc1 (stereo not drawn)	86	·
OCCN1CCN(CC(O)COc2ccc3c(c2)OCO3)CC1 (stereo not drawn)	110	2
CCOC(=O)c1ccc(NC(=O)CN(CCc2ccccc2)S(=O)(=O)c2ccc(OC)cc2)cc1	·	-3
CN1C(=S)SC(/[N+]([O-])=C\c2cccs2)C1(C)C (stereo not drawn)	109	3
Cc1ccc(S(=O)(=O)Nc2cc(Cl)c(O)c(Cl)c2)cc1	·	4
CCc1ccc(NC(=O)C(=O)NCCN2CCN(C(=O)c3ccccc3Cl)CC2)cc1	·	-4
Cc1nc2sc(C(=O)Nc3ccccc3)c(N)c2c(C)c1[N+](=O)[O-]	72	·
COCCCNC(=O)CN(c1cc(C)cc(C)c1)S(=O)(=O)c1ccccc1	·	-6
Fc1cccc(-c2cc3nc4c(c(N5CCC6(CC5)OCCO6)n3n2)CCCC4)c1	·	8
COC(=O)c1ccc(CSc2ncn[nH]2)o1	94	-9
CSc1ccccc1NC(=O)Cn1nc([N+](=O)[O-])cc1C	·	-22
COc1nc(C)nc2c1sc(=S)n2C	109	8
O=C(NCCCn1ccnc1)c1cc2c(s1)CCCCC2	93	2
O=C(NCc1ccccc1)c1ccc(-c2ccccc2F)o1	66	6
COc1cccc(C(=O)OCC(=O)Nc2ccccc2N2CCOCC2)c1	99	-5
CCOc1ccc(/C=C2\N=C(c3ccccc3F)OC2=O)cc1	·	5
CCc1ccc(S(=O)(=O)Nc2cc(-c3c(O)ccc4ccccc34)c(O)c3ccccc23)cc1	·	-11
CCOC(=O)c1c(C)n(C)c2ccc(O)c(CN(C)C)c12	97	8
CCOn1c(=O)c(-c2ccccc2)[n+]([O-])c2ccccc21	·	1
CCOC(=O)CSc1nnc(-c2ccoc2C)n1-c1ccc(OCC)cc1	126	15
COc1ccc(S(=O)(=O)n2nc(OC(=O)c3ccco3)cc2N)cc1	105	8
CC1CCN(C(=O)c2ccc(N(C)S(C)(=O)=O)cc2)CC1	128	5
CCN(c1ccccc1)c1cc(C)nc2nc(C)nn12	90	-10
CCC(C)NC(=O)CS(=O)Cc1nc(-c2cccc(C)c2)oc1C (stereo not drawn)	103	6
O=C(NCCCc1ccccc1)C1CC(=O)N(c2ccc3c(c2)OCCO3)C1 (stereo not drawn)	72	10
COc1cc(/C=C2\SC(=S)N(CC(C)C)C2=O)ccc1O	·	6
C=C(C)COc1ccc(-c2nc(N)ncc2Oc2ccccc2OC)c(O)c1	80	1
N#Cc1c(N)sc2c1CCCCCC2	61	10&6
Cc1ccccc1CN1C(=O)C2(OCCCO2)c2ccccc21	80	5
CCc1ccc(NC(=O)c2cnccn2)cc1	·	4
COc1ccc(C2C(C(C)=O)C(=O)CC(C)(O)C2C(C)=O)c(OC)c1 (stereo not drawn)	·	-5
CC1=C(C(=O)OCC2CCCCC2)C(c2cccc(Br)c2)NC(=O)N1 (stereo not drawn)	51	·
CCOC12NC(=O)CC(=O)N1C(c1ccccc1)=CS2 (stereo not drawn)	87	0
O=C(Nc1ccccn1)C1(c2ccccc2)CCCC1	98	4
Cc1cc(C)c(S(=O)(=O)Nc2cc(Br)c3oc4c(c3c2)C(=O)CCC4)c(C)c1	·	-1
Cc1ccc(C(=O)Nc2ccc3nn(-c4ccc(F)cc4)nc3c2)cc1[N+](=O)[O-]	·	-8
CCN(CC)CCCN1C(=O)c2oc3ccccc3c(=O)c2C1c1cccc(OC)c1OC (stereo not drawn)	·	3
Cc1cccc2cc3c(N)c(C(=O)N4CCOCC4)sc3nc12	129	6
S=C(S)N(CCN(Cc1cccs1)C(=S)S)Cc1cccs1	·	67*
N#CC1=C(N)Oc2c([nH]c(=O)[nH]c2=O)C1c1ccccc1 (stereo not drawn)	·	-4
O=C(c1ccc2nc(N3CCOCC3)sc2c1)N1CCC2(CC1)OCCO2	101	14
Cc1cc(C)c(NC(=O)c2ccc([N+](=O)[O-])c(C)c2)c(C)c1	·	-1
CCN(CC)c1ccc(NC(=O)c2ccc(-c3ccc([N+](=O)[O-])cc3)o2)cc1	·	-2
CC(C)OC(=O)C(C)Sc1n[nH]c(=O)[nH]c1=O (stereo not drawn)	·	2
Cc1cccc(C(=O)Nc2c(C(=O)N(C)C)cnn2-c2ccccc2)c1	·	-2
CCCCN1C(=O)/C(=C/c2ccc(OC)cc2OC)SC1=S	·	4
O=C(NC(=S)NCc1ccco1)c1ccc(Br)cc1	·	-3
CN1C=CC2=C(C#N)C(N)C(C#N)(C#N)C(c3ccccc3)C2C1 (stereo not drawn)	·	-3
COC(=O)C1=C(O)CSC1=Nc1ccccc1	·	0
COc1ccc(C)cc1NC(=O)Cc1cccc2ccccc12	·	-1
CC1CCC(=C(C#N)c2nc(-c3cc4ccccc4oc3=O)cs2)CC1 (stereo not drawn)	·	-20
Cc1ccc(CNc2oc(-c3ccco3)nc2C#N)cc1	·	5
CNc1nc(Nc2ccc([N+](=O)[O-])cc2)nc(OCC(F)(F)C(F)F)n1	·	-3

Later entries
compound	BAP1 inh	HePTP inh
COc1cccc(C=Nc2cccc(NC(=O)c3ccc(F)cc3)c2)c1O	80	·
CCS(=O)(=O)N1CCCC(C(=O)NCc2cccc(OC)c2)C1 (stereo not drawn)	104	-7
CC(=O)NC(C)C12CC3CC(CC(C3)C1)C2 (stereo not drawn)	·	6
O=C(Nc1nc2ccccc2n1CCOc1ccccc1)c1ccc(F)cc1	·	-8
O=C(CNC(=O)c1ccco1)NCC(=O)OCc1cccc(C(=O)Oc2ccccc2)c1	79	11
CCN1CCN(C(c2cccs2)C(C)NC(=O)c2ccco2)CC1 (stereo not drawn)	122	5
C[C@H](Cc1ccc(O)c(O)c1)[C@@H](C)Cc1ccc(O)c(O)c1	84	·
Cc1cc(O)c2c(C)cc(=O)oc2c1	66	·
O=C(CCC(=O)c1cccs1)NCc1ccccc1	105	10
CCOc1ccc(NC(=O)c2sc3c(c2N)C(c2ccc(Cl)cc2)C2=C(CCCC2=O)N3)cc1 (stereo not drawn)	177	·
CCCOC(=O)c1ccc(NC(=S)NC(=O)COc2ccccc2)cc1	·	1
CCCn1c(SCC(=O)c2ccc3c(c2)OCCO3)nnc1-c1ccco1	97	7
O=C1N=C(N2CCCC2)S/C1=C\c1ccc([N+](=O)[O-])cc1	·	7
CCC(=O)O[C@]1(C(=O)CCl)[C@@H](C)C[C@H]2[C@@H]3CCC4=CC(=O)C=C[C@]4(C)[C@@]3(F)[C@@H](O)C[C@@]21C	134	-4
CCOc1ccc2nc3c(cc2c1)CN(CCCO)C(=NCCOC)S3	111	10
CCOC(=O)c1c(C)[nH]sc1=S	71	9
COc1cccc(OC)c1OCCOCCn1cnc2ccccc2c1=O	128	9
COc1ccc(NC(=O)C(c2ccc(C)cc2)N(C)C(=O)c2cnccn2)cc1 (stereo not drawn)	·	-1
CCOC(=O)N1CCN(S(=O)(=O)c2ccc(C)cc2)C1	·	-2
Cc1ccc(S(=O)(=O)c2cc3c(=O)n4ccccc4nc3n(C)c2=N)cc1	·	7
Clc1ccc(OCc2nn3c(-c4ccco4)nnc3s2)cc1	93	-3
Nc1nonc1-n1nnc(CN2CCOCC2)c1CN1CCOCC1	·	10
COc1ccc(OC)c(NC(=O)CN(c2ccc(C)cc2)S(=O)(=O)c2ccc(F)cc2)c1	·	-25
CCCC(=O)Nc1cc(OC)ccc1OC	·	-7
COc1ccc(C2=NOC(C(=O)Nc3ccc(C)cc3)C2)cc1OC (stereo not drawn)	95	6
CN(C)CCCn1c(NC(=O)C2CCCCC2)nc2ccccc21	144	3
Cc1ccc(CC2S/C(=C(/C#N)C(=O)NCc3ccco3)N(c3ccccc3)C2=O)cc1 (stereo not drawn)	64	7
O=C(NCC1CCCO1)C1CCN(S(=O)(=O)c2cccc3nonc23)CC1 (stereo not drawn)	112	4
Cc1cc(C)nc(SCC(=O)N2CCCCC2)n1	104	5&2
CN(C1CCS(=O)(=O)C1)S(=O)(=O)c1cccc2nsnc12 (stereo not drawn)	92	5
CCOCC(=O)Nc1sc2c(c1C(=O)OCC)CCCC2	96	3
COc1ccc(Nc2cc(-n3nc(C)cc3-c3ccccc3)ncn2)cc1	64	·
CCCN(CCC)C(=O)C[n+]1ccc(C(N)=O)cc1	65	·
O=C(Cc1ccccc1[N+](=O)[O-])Nc1ccc(OCc2ccccc2)cc1	·	7
Nc1nnc(SCC(=O)n2c3ccccc3c3ccccc32)s1	·	-13
O=C1NC2(CCCCC2)Oc2ccccc21	84	8
Cc1c(NC(=O)CN2C(=O)C3C4C=CC(C4)C3C2=O)c(=O)n(-c2ccccc2)n1C (stereo not drawn)	97	·
COC(=O)c1ccc(C=Nc2c(C)n(C)n(-c3ccccc3)c2=O)cc1	189	·
O=C(CC(SCCO)c1ccc2c(c1)OCO2)c1cccs1 (stereo not drawn)	93	11
COC(=O)C(C#N)C(=C1C(=O)CC(C)(C)CC1=O)c1ccc(O)cc1 (stereo not drawn)	100	4
CC(C)C1/C(=N/O)CC(c2ccccc2)NC1c1ccccc1 (stereo not drawn)	·	-15
Cc1c(NS(=O)(=O)c2ccc(Br)s2)c(=O)n(-c2ccccc2)n1C	126	4
CCNS(=O)(=O)c1ccc(NC(=O)c2ccccc2OCC)cc1	101	3
C/C(NC1CCCC1)=C(/C#N)C(N)=O	109	9
CC1=C(n2nnc3ccccc32)C(c2ccccc2)C(C#N)=C(N)O1 (stereo not drawn)	88	3
O=C1CCN(C(=O)c2ccccc2)c2cc3ccccc3cc21	·	-3
COc1ccccc1NC(=O)N(CCN(C)C)Cc1cc2cc(C)ccc2[nH]c1=O	78	5
CCOc1nc(-c2ccccc2)c2cc(Br)ccc2n1	·	7

An excerpt from above in order of their number in HePTP inh, descending:
compound	BAP1 inh	HePTP inh
COc1ccc(C2=NOC(C(=O)Nc3ccc(C)cc3)C2)cc1OC (stereo not drawn)	95	6
CCNS(=O)(=O)c1ccc(NC(=O)c2ccccc2OCC)cc1	101	3
COCCCNC(=O)CN(c1cc(C)cc(C)c1)S(=O)(=O)c1ccccc1	·	-6

Continuation.
compound	BAP1 inh	HePTP inh
Cc1ccc(OCC(=O)Nc2sc3c(c2C#N)CCCC3)cc1	·	-10
C=CCOC(=O)C1=C(C)N(CC)C(=O)NC1c1ccc([N+](=O)[O-])cc1 (stereo not drawn)	·	4
CC(C)Oc1ccc(C(=O)Nc2cccc3c2C(=O)c2ccccc2C3=O)cc1	·	5
CC(Sc1nnc(-c2ccc(O)cc2)o1)C(=O)Nc1cccc2ccccc12 (stereo not drawn)	82	5
COc1ccc(-c2nnnn2C)cc1S(=O)(=O)Nc1ccc(Br)cc1	·	3
CC(C)CC(=O)CN1C(=O)C2(OCCO2)c2ccccc21	103	6
Cc1cccc(NC(=O)c2cc(S(=O)(=O)NCc3ccco3)ccc2F)c1C	90	1
Clc1ccc(Sc2oc(/C=N/n3cnnc3)cc2Br)cc1	70	5
C=CCn1c2ccccc2c2nnc(SC(CC)C(=O)Nc3nc(C)c(C(=O)OCC)s3)nc21 (stereo not drawn)	42*	1
CCCCCCn1c(CN2CCN(Cc3ccccc3)CC2)nc2c1c(=O)n(C)c(=O)n2C	103	2
CCOC(=O)N1CCN(C(c2ccc(F)cc2)c2sc3nc(C)nn3c2O)CC1 (stereo not drawn)	97	-2
O=C(Nc1cccc2nsnc12)c1cccc([N+](=O)[O-])c1	·	-4
COc1ccc(S(=O)(=O)N2CCCC(C(=O)NCc3ccco3)C2)cc1Cl (stereo not drawn)	61	2
O=C1NC(=O)N(c2ccccc2)C(=O)/C1=C\c1ccc(OCCOc2ccccc2)cc1	·	-1
COc1ccc(CNc2oc(COc3ccc(Cl)cc3)nc2C#N)cc1	56	-2
COc1ccc(NC2(c3ccccc3)C(=O)c3c(Cl)c(Cl)c(Cl)c(Cl)c3C2=O)cc1	·	1
Cc1noc(C(=O)NCc2ccco2)c1Cl	97	-2
Cc1ccc(S(=O)(=O)CCc2nnc(NC(=O)C3CCCO3)s2)cc1 (stereo not drawn)	105	9
CCOC(=O)c1c(NC(=O)c2ccc([N+](=O)[O-])cc2)sc(C)c1C	65	·
COC(=O)[C@@H](NC(=O)Nc1ccc(OC)cc1)C(C)C	83	-10

Source: PubChem
